PAD4 inhibition: human PAD4 inhibitors, primary screen, biochemical, fluorescence polarization (AID 463073). Protein-arginine deiminase type-4 (Homo sapiens). recombinant PAD4, RFA probe fluorescence polarization; active compounds read high. inhibition, % at 5 µM. 2,000 tested, 0.5% active;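 active means inhibition above 30%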;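 further: 0% = PAD4 with DMSO and 100% = wells lacking PAD4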
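System: recombinant PAD4. Amount: PAD4 at 2 µM in dispensed buffer, before additions. Doses: single 5 µM final compound concentration. Timing: 30 min 25 °C preincubation, 5 h 37 °C labeling. Benchmarks: wells lacking PAD4 as full-inhibition control. Repeats: single well per compound. Measured by: FP, ex 525 nm, em 598 nm.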
The depositor's hits bear a star. An excerpt, so the mix of outcomes need not match the whole.

SMILES	PAD4 inhibition
C[C@H]1CCC/C=C/C2C[C@H](O)CC2[C@H](O)/C=C/C(=O)O1 (stereo not given in full)	-0.4
Cc1ccsc1C(=O)C1CCCN(Cc2cc3ccccc3o2)C1 (stereo not given)	-2.9
O=C(O)CCCc1ccc(N(CCCl)CCCl)cc1	4.4
CC(=O)Nc1cc([As](=O)(O)O)ccc1O	-2.6
c1cnc2c(c1)ccc1ncccc12	-0.8
S=C1NCCN1	1.5
COc1ccc(-c2nc3ccccc3c(=O)o2)cc1	8.9
Nc1ccncc1	1.5
CCOc1ccc(N2C(=O)NC(=O)/C(=C\c3cc(OC)c(OC)cc3[N+](=O)[O-])C2=O)cc1	-2.5
CCN(CC)C(=O)N[C@H]1C[C@@H]2c3cccc4[nH]cc(c34)C[C@H]2N(C)C1	0.5
c1ccc2c(c1)[nH]c1cnccc12	5.2
CC(=O)OC1C2CCC1C(N1CCCC1)CC2 (stereo not given)	-2.7
OCc1cnc[nH]1	-2.1
CCN1CC2(COC(=O)c3ccccc3N)CCC(OC)C34C5CC6C(OC)CC(O)(C5C6OC)C(O)(C(OC)C23)C14 (stereo not given)	1.0
Cc1cc(Cl)ccc1OCC(=O)O	1.7
CCOC(=O)c1cc2c(cn1)[nH]c1ccccc12	-0.2
CCC(COC(=O)c1cc(OC)c(OC)c(OC)c1)(c1ccccc1)N(C)C (stereo not given)	-5.2
C[C@@H]1O[C@@H](O[C@H]2C[C@@H](O)[C@]3(CO)[C@H]4[C@H](O)C[C@]5(C)[C@@H](C6COC(=O)C6)CC[C@]5(O)[C@@H]4CC[C@]3(O)C2)[C@H](O)[C@H](O)[C@H]1O (stereo not given in full)	-0.6

Entries listed so far with an aryl methoxy group (three):
SMILES	PAD4 inhibition
COc1ccc(-c2nc3ccccc3c(=O)o2)cc1	8.9
CCOc1ccc(N2C(=O)NC(=O)/C(=C\c3cc(OC)c(OC)cc3[N+](=O)[O-])C2=O)cc1	-2.5
CCC(COC(=O)c1cc(OC)c(OC)c(OC)c1)(c1ccccc1)N(C)C (stereo not given)	-5.2

Among those listed so far, two contain a halogen:
SMILES	PAD4 inhibition
O=C(O)CCCc1ccc(N(CCCl)CCCl)cc1	4.4
Cc1cc(Cl)ccc1OCC(=O)O	1.7

A draw from above in order of number of heavy atoms, smallest number first.
SMILES	PAD4 inhibition
Nc1ccncc1	1.5
c1ccc2c(c1)[nH]c1cnccc12	5.2
C[C@H]1CCC/C=C/C2C[C@H](O)CC2[C@H](O)/C=C/C(=O)O1 (stereo not given in full)	-0.4

High-throughput results from PubChem BioAssay.
